Compound activity: PubChem, several laboratories
GPR35 arrestin U2OS = GPR35 antagonists blocking zaprinast-driven arrestin recruitment, primary screen, imaging, U2OS, beta-arrestin-GFP, zaprinast agonist (AID 2058) | 290,000 tested, 0.052% active | U2OS GPR35 beta-arrestin-GFP translocation imaging, zaprinast antagonism; higher % means a stronger effect | inhibition, % at 10 µM; hits with a dose series show IC50 in µM | G-protein coupled receptor 35 (Homo sapiens);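 active = inhibition of at least 50% with at least 30 cells and total cytoplasm GFP at most 10,000,000; inconclusive = under 30 cells or total GFP of 10,000,000 plus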
HIV peptide binding = inhibitors of HIV fusion peptide binding, primary screen, biochemical, uHTS, fluorescence dequenching (AID 1986). 290,000 tested, 0.3% active. cell-free peptide binding, fluorescence dequenching, 30 min; higher % means a stronger effect. one-dose inhibition, % at 20 µM; IC50 in µM for titrated hits; in the data active = inhibition mostly above about 52%, no sharp cut-off; inactive = mostly below about 76%; also: some results filed as inactive read as strong as hits
GPR55 antagonists = GPR55 antagonists blocking LPI-driven arrestin recruitment, primary screen, imaging, U2OS, beta-arrestin-GFP, LPI agonist (AID 2013); G-protein coupled receptor 55 (Homo sapiens); U2OS GPR55 beta-arrestin-GFP translocation imaging, LPI antagonism; higher % means a stronger effect; inhibition, % at 10 µM, or IC50 in µM where a hit was titrated; 290,000 tested, 0.13% active;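 active = spots per cell inhibited over 60%, with over 100 cells counted and total cytoplasm intensity under 500,000; inconclusive = wells with under 100 cells, flagged as likely toxic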;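 also: U2OS cells stably carrying GPR55 and arrestin-GFP stimulated by 5 µM LPI near EC80; imaged beta-arrestin-GFP aggregate spots per cell after agonist stimulation; plate controls were LPI-stimulated DMSO wells for no effect and DMSO wells without LPI for full effect; some results filed as inactive read as strong as hits; confirmed hits need IC50 under 10 µM and bright autofluorescent wells are also inconclusive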
NTR1 agonist = agonists of NTR1, primary screen, imaging, U2OS cells, beta-arrestin-GFP, high content (AID 493036); NTR1-U2OS beta-arrestin-GFP spot imaging, agonist mode; activation, % at 20 µM; 330,000 tested, 0.17% active; Neurotensin receptor type 1 (Homo sapiens), P30989;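 active = activation at or above 40% of the spot to cytoplasm intensity ratio, with at least 20 cells analyzed; inconclusive = wells under 20 cells, flagged as cytotoxic or low count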;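 also: 0% = DMSO without peptide and 100% = 100 nM NTR1 peptide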
Target sequence (P30989 whole entry, looked up): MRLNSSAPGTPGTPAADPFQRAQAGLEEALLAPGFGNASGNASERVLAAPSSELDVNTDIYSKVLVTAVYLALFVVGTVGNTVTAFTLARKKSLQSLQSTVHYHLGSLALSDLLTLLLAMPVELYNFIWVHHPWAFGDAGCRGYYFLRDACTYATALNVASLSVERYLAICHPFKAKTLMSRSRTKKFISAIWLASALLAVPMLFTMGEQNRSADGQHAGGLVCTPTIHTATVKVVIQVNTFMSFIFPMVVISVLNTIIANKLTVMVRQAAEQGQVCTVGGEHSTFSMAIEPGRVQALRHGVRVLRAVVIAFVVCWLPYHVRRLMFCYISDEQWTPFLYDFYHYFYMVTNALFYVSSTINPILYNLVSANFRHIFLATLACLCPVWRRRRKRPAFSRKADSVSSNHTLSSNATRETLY
GPR55 beta-arrestin = GPR55 agonists via beta-arrestin recruitment, primary screen, imaging, U2OS cells, beta-arrestin-GFP redistribution (AID 1961); G-protein coupled receptor 55 (Homo sapiens); U2OS GPR55 beta-arrestin-GFP redistribution imaging; higher % means a stronger effect; activation, % at 10 µM; hits with a dose series show EC50 in µM; 290,000 tested, 0.048% active;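 active = activation above 40% with more than 50 cells counted in the well; inconclusive = wells holding fewer than 50 cells, flagged as toxic or sparse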;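 also: U2OS osteosarcoma cells stably expressing GPR55 and beta-arrestin-GFP; plate controls were DMSO negative control for no effect and LPI positive control for full effect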
Dengue-2 NS5 capping = Dengue-2 NS5 methyltransferase inhibitors, primary screen, biochemical, confirmation dose response (AID 588689); Genome polyprotein (Dengue virus type 2 (strain 16681-PDK53)); Dengue-2 NS5 methyltransferase capping enzyme assay, biochemical; higher % means a stronger effect; inhibition, % at 25 µM; hits with a dose series show IC50 in µM; 340,000 tested, 0.3% active; in the data active = a potency from the dose series; inconclusive = inhibition above about 29% without an active follow-up result
AID2073 = inhibitors of Mint1-CaV2.2 protein interaction, biochemical, HTRF (AID 2073); 290,000 tested, 0.19% active; Voltage-dependent N-type calcium channel subunit alpha-1B (Homo sapiens); HTRF protein-protein interaction, Mint1-CaV2.2; higher % means a stronger effect; one-dose inhibition, % at 20 µM; IC50 in µM for titrated hits; in the data active = inhibition mostly above about 51%, no sharp cut-off; inconclusive = no clear call, values can overlap the other calls; inactive = mostly below about 53%; also: some results filed as inactive read as strong as hits
K1F lysis inhibition = inhibition of K1F phage lysis, E. coli UTI89, bacterial capsule biogenesis inhibitors, alamar blue (AID 488966); E. coli UTI89 K1F phage lysis, alamar blue, 2 h; higher % means a stronger effect; inhibition, % at 100 µM, or IC50 in µM where a hit was titrated; 340,000 tested, 0.02% active;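 active = phage lysis inhibition, versus mean bacterial control, above a set limit; inconclusive = no clear call, values can overlap the other calls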;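 also: capsule biogenesis inhibitors block K1F phage lysis so surviving cells raise fluorescence; higher fluorescence means more inhibition of phage lysis; actives were called in the ten point dose series up to 300 µM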
Siah-1 displacement = Siah-1 peptide-binding antagonists, primary screen, biochemical, fluorescence polarization, rhodamine-plectin, uHTS (AID 1817); E3 ubiquitin-protein ligase SIAH1 (Homo sapiens); Siah-1 / rhodamine-plectin peptide fluorescence polarization; higher % means a stronger effect; displacement, % at 20 µM, or IC50 in µM where a hit was titrated; 290,000 tested, 0.02% active;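 active = displacement of at least 50% at 20 µM, with a fluorescence ratio check between 0.3 and a set limit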;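 also: plate controls were Siah plus tracer with DMSO for no effect and tracer alone without Siah for full effect; strong numbers were not always called active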
NTR1 agonist cell count 20 µM = recorded beside NTR1 agonist, whose call it bears; cell count; measured here: cell count, cytotoxicity flag
Dengue-2 NS5 capping pilot replicate = recorded beside Dengue-2 NS5 capping, whose call it bears; inhibition, %; measured here: pilot screen replicate inhibition
Active calls of the source: *; ? = inconclusive; . = not tested or not shown; [ ] = remark or other dose.

SMILES	GPR35 arrestin U2OS	HIV peptide binding	GPR55 antagonists	NTR1 agonist	NTR1 agonist cell count 20 µM	GPR55 beta-arrestin	Dengue-2 NS5 capping	AID2073	K1F lysis inhibition	Siah-1 displacement	others
COc1ccccc1Nc1nc(C2(C)CCC(=O)O2)cs1 (stereo unspecified)	-9%	-0.4%	8%	1.5	48	-0.3%	3%	0%	3.0%	-1%
Cc1noc(C)c1C(=O)N1CCN(c2ncccn2)CC1	-6%	-0.4%	-2%	-0.1	58	-0.2%	-10%	2%	1.9%	2%
N#CCCSCc1ccc2oc(C(=O)O)cc2c1	-1%	1.0%	17%	2.4	64	-0.2%	-2%	0%	5.2%	-2%
COCCNC(=O)CSc1nc2ccc(N3CCOCC3)cc2c(=O)n1Cc1ccc(OC)cc1	5%	17%	2%	0.9	63	-0.1%	1%	-8%	0.0%	-6%
O=C(NCCc1ccccc1F)c1cccc2cccnc12	13%	1.1%	0%	-0.8	61	-0.1%	-9%	14%	-0.1%	-6%
CN(Cc1cn(-c2ccccc2)nc1-c1ccc2c(c1)OCO2)Cc1nccn1C	-8%	0.3%	2%	0.4	37	0.1%	-7%	41%	0.6%	-3%
c1ccc(NNC2=NCCS2)cc1	-7%	-2.5%	-5%	-2.5	85	0.0%	-14%	-10%	0.3%	10%
O=C1c2ccccc2C(=O)N1Cc1nc(-c2ccccc2)no1	7%	11%	8%	0.8	70	0.3%	-3%	-5%	0.3%	4%
CCC(=O)N/C(N)=N/c1nc(C)c2cc(C)c(C)cc2n1	6%	-0.3%	6%	3.0	43	0.3%	.	7%	.	-4%
CCN(CC)CCn1c(=S)[nH]c2ccccc2c1=O	2%	0.2%	-7%	1.0	54	0.1%	-5%	-9%	1.5%	0%
COc1ccc(/C=N/NC(=O)Nc2cccc3nsnc23)cc1OC	7%	-0.5%	-22%	10	41	0.6%	5%	24%	1.4%[50 µM]	12%
CC(=O)Nc1ccc(Oc2ccc3nc(C)[nH]c3c2)cc1	25%	2.2%	6%	-1.0	58	-0.1%	3%	11%	-0.3%	-2%
CCOc1ccc(C(C(=O)NC(C)(C)C)N(CCOC)C(=O)CCC(=O)Nc2ccccn2)cc1 (stereo unspecified)	12%	-2.4%	4%	-0.4	61	-0.1%	-2%	19%	0.2%	2%
FC(F)(F)c1cc(-c2ccccc2)nc(-n2cncn2)n1	-4%	0.4%	6%	-0.5	61	0.3%	-13%	3%	-1.2%	3%
O=C(Nc1ccsc1C(=O)N1CCCC1)c1ccccc1	-5%	2.2%	1%	2.8	47	0.5%	-6%	-2%	-0.1%	3%
Cc1onc(-c2ccccc2Cl)c1C(=O)N1CCN(Cc2ccc3c(c2)OCO3)CC1	2%	-0.9%	-2%	1.4	59	0.2%	-5%	-14%	0.3%	0%
O=C(NC1CCCCCC1)C(Cc1ccccc1)n1cccc1 (stereo unspecified)	-13%	-0.9%	6%	0.5	58	0.3%	-2%	-9%	0.1%	3%
CCn1cc(C(=O)O)c(=O)c2cc(F)c(N3CCN(C(=S)NC(=O)c4ccc(F)cc4)CC3)cc21	14%	4.7%	-2%	0.6	44	-0.1%	3%	-13%	4.7%[50 µM]	7%
Cc1ccc(CN2CCN(C/C(Cl)=C/c3ccccc3)CC2CCO)o1 (stereo unspecified)	3%	-1.2%	14%	0.0	83	0.2%	.	-7%	1.4%	11%
CCc1cccc(C)c1NC(=O)c1cccnc1	-10%	0.9%	-11%	0.7	64	-0.2%	-2%	-3%	-0.9%	2%
O=C(NC1CCN(Cc2ccccc2)CC1)c1ccc(S(=O)(=O)NCc2ccco2)cc1	-20%	-0.7%	3%	1.1	67	0.0%	0%	9%	0.3%	1%
Cc1cc(Nc2ccc(F)cc2Cl)n2ncnc2n1	-4%	-1.5%	0%	-4.3	64	0.8%	-6%	4%	0.5%	-2%
C=CCn1c(SCC(=O)NCc2ccc3c(c2)OCO3)nnc1-c1cccnc1	-3%	-0.9%	11%	1.4	75	0.6%	0%	-5%	0.5%	2%
Cc1ccccc1CNC(=O)Cc1ccccc1[N+](=O)[O-]	-9%	-1.8%	0%	-0.6	68	0.1%	-8%	34%	-0.1%[50 µM]	0%
S=C(NCCCN1CCOCC1)N(Cc1ccccc1)Cc1ccccc1	-13%	-1.9%	7%	-0.7	83	0.0%	-7%	-17%	0.1%	-1%
Cc1ccc(C(=O)Nc2cccnc2)cc1Cl	-2%	-0.5%	.	-0.6	53	0.8%	-6%	23%	-1.0%	4%
Cc1ccc2ncnc(Nc3cccc(C(=O)O)c3)c2c1	2%	-1.1%	-1%	-0.7	48	-0.2%	-4%	14%	-1.1%	-1%
CCCCC#Cc1ccccc1CC(=O)Nc1ccccc1	30%	0.8%	5%	-2.1	112	-0.1%	-13%	-3%	-1.0%	2%
COc1ccccc1NC(=O)CSCc1ccc([N+](=O)[O-])cc1	0%	1.3%	1%	2.5	84	-0.1%	-5%	-3%	0.1%	11%
CC(=NCCCn1ccnc1)c1c(-c2ccccc2)[nH]n(-c2nc3ccccc3s2)c1=O	12%	0.2%	6%	-0.8	54	-0.1%	-4%	-2%	0.1%	0%
Cn1c(SC2C(=O)CC(C)(C)CC2=O)nnc1-c1ccco1	9%	-2.2%	-7%	0.7	53	-0.2%	0%	2%	0.1%	2%
CCNc1nc(OCCNC(C)=O)nc(N(C)C)n1	-12%	-1.6%	5%	-1.1	83	-0.2%	3%	-1%	0.5%	-2%
COc1ccc(S(=O)(=O)N2CCC(C(=O)NCCC(=O)NCc3ccccc3OC)CC2)cc1	7%	0.7%	14%	2.1	53	-0.1%	-16%	2%	0.2%	9%
c1ccc(-n2nnnc2-c2cnc(-c3cccnc3)nc2-c2cccs2)cc1	26%	-2.5%	14%	1.1	78	-0.4%	2%	8%	0.5%	4%
O=C(O)Cn1cc(/C=C2/SC(=O)N(CC(=O)N3CCCCCC3)C2=O)c2ccccc21	-1%	4.7%	7%	0.1	77	-0.3%	.	3%	.	-9%
CN=C(Nc1ccccc1)SC1CC(=O)N(c2cccc(OC)c2)C1=O (stereo unspecified)	-11%	-2.0%	-6%	-1.5	96	-0.1%	-1%	4%	-0.1%	-3%
Cn1c(=O)c2c(nc(N3CCCCC3)n2C)n(C)c1=O	12%	-2.9%	-6%	0.0	39	0.0%	-6%	10%	1.1%	0%
Cc1nn(-c2ccccc2)c(C)c1/C=N/NC(=O)c1cc(-c2ccc(Cl)s2)[nH]n1	0%	-3.2%	4%	5.7	85	0.2%	-10%	11%	-0.3%	5%	Dengue-2 NS5 capping pilot replicate=-7.5
CCCCNC(=O)CCNS(=O)(=O)c1ccc(C)cc1	0%	-1.7%	-6%	0.4	69	0.0%	-6%	-1%	0.6%	-5%
CCc1c(C)[nH]n(-c2nc(-c3ccccc3)cs2)c1=O	2%	4.2%	11%	0.8	53	0.2%	1%	-11%	-0.3%	6%
COc1cc(C(=O)Nc2ccccc2N2CCCCC2)cc(OC)c1OC	11%	0.1%	14%	2.7	54	-0.1%	0%	0%	-0.1%	13%
c1ccc(-c2nnc3sc(Cc4cccs4)nn23)cc1	-8%	2.3%	1%	1.2	63	-0.1%	-2%	?	0.1%	-4%
COc1ccc(S(=O)(=O)N2CCN(C(=O)c3ccc(C)o3)CC2)cc1	0%	0.9%	-2%	0.9	49	-0.1%	3%	4%	0.0%	1%
Cc1ccc(NC(=O)CCC(=O)NNC(=O)Cc2ccccc2)cc1C	11%	-3.4%	7%	1.6	54	0.2%	-3%	2%	0.1%	4%
CCCC(=O)NC(=S)Nc1cccc(Cl)c1N1CCCC1	-1%	0.0%	-1%	51*	49*	-0.2%	-8%	-5%	0.2%	-2%
CC1C/C(=N\NC(N)=S)c2cc(Cl)ccc2S1 (stereo unspecified)	6%	2.0%	9%	8.6	66	-0.1%	.	-3%	.	-2%
COC(=O)c1c(NC(=O)C(=O)N2CCOCC2)sc2c1CCC2	-2%	0.7%	12%	1.1	57	-0.2%	4%	-9%	0.2%	1%
COc1cc(OC)cc(C(=O)NC(=S)NCCc2ccccc2)c1	16%	-3.5%	-3%	12	55	-0.2%	-2%	-5%	6.3%	-4%
COc1ccc2cc3cc(C(=O)NC(C)C)oc3nc2c1	-4%	9.1%	26%	-1.7	106	-0.1%	-7%	24%	-0.2%	-3%
O=S(=O)(c1ccc(Cl)c(F)c1)N1CCC(c2nc(-c3ccncc3)no2)CC1	1%	0.1%	5%	2.5	54	-0.1%	-5%	9%	3.1%	3%
Cc1nn(C)c(C(=O)N/N=C/c2ccncc2)c1Cl	-1%	0.2%	-3%	-0.2	65	0.0%	-5%	5%	0.2%	3%
CC(=O)c1ccc(OC(=O)C2CC(=O)N(c3cccc(C)c3)C2)cc1 (stereo unspecified)	1%	2.3%	2%	1.3	73	0.5%	-36%	0%	0.9%	6%
C=CCn1c(O)c(N=NC(=O)CNC(=O)/C=C/c2ccc(OC)cc2)c2ccccc21	-8%	-1.9%	12%	6.0	67	0.2%	-3%	-1%	0.0%	-2%
O=C(Nc1ccc(S(=O)(=O)Nc2ncccn2)cc1)c1ccc(Br)o1	-6%	-0.6%	-7%	1.8	37	0.3%	-4%	0%	-0.2%	2%
CCOc1nc2c(c(-c3cccs3)c1C#N)Cc1ccccc1-2	20%	2.7%	9%	5.6	48	-0.1%	.	18%	.	1%
N=c1c(C(=O)NC2CCCCC2)cc2c(=O)n3ccccc3nc2n1Cc1ccco1	11%	19%	-6%	30	44	1.8%	-1%	27%	-0.3%	2%
O=C(Oc1ccc2ccccc2c1)c1cncc(Br)c1	3%	-0.1%	-4%	-0.7	34	-0.1%	-6%	5%	0.2%	-4%
CC(C(=O)NNS(=O)(=O)c1cccc(C(F)(F)F)c1)n1nnc(N2CCOCC2)n1 (stereo unspecified)	-1%	0.5%	10%	0.2	48	-0.2%	6%	4%	-2.2%	1%
